UPR XBP1 act: activators of adaptive arm of unfolded protein response (XBP1). 330,000 tested, 0.33% active. CHO-XBP1 luciferase reporter, IRE1-XBP1 UPR activation, luminescence; percent of tunicamycin response, DMSO as zero. AID 463104. activation, % at 20 µM;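 active means versus positive control, 20 µM dose yields 30% or more activation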;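 further: 100% = tunicamycin at 10 µg/mL and 0% = DMSO only wells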
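Material – CHO cell line with stable XBP1 luciferase reporter · Buffer or medium – F12 plus 10% FBS · Compound – single point, 20 µM final compound, 1% DMSO · Schedule – 16-18 h cell attachment at 37 °C, then 6 h compound exposure · Signal – Steady-Glo luminescence read · Benchmarks – high control tunicamycin 10 µg/mL final, low control DMSO vehicle only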
Gli-Sufu antag: blocks Gli-Sufu signaling in a luciferase reporter. Sufu-KO-LIGHT fibroblasts, Gli luciferase reporter luminescence. inhibition, % at 5 µM. 340,000 tested, 0.74% active. AID 588413;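 active means inhibition above about 55%, limit read from the data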;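 further: 0% = DMSO-treated cells and 100% = wells with medium but no cells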
697 NFkB inh: lowers PMA/ionomycin-induced NF-kB signal in 697 B cells; AID 435022; 330,000 tested, 0.33% active; inhibition, % at 4 µM; 697 B-cell NF-kB luciferase reporter, 16 h; in the data active means inhibition above about 35%
EBI2 block: EBI2 (human) antagonism. P32249. EBI2 beta-arrestin recruitment, luminescence, 7a,25-OHC stimulated. inhibition, % at 5 µM. 360,000 tested, 0.81% active; in the data active means inhibition above about 38%;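 further: enzyme fragment complementation signal reports receptor beta-arrestin coupling in cells; 0% = agonist plus DMSO wells and 100% = wells without agonist; some results beyond the cut were filed as inactive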
Mdm2 MdmX PPI: disrupts the human Mdm2-MdmX interaction. 330,000 tested, 3% active. SaOS-2 split-luciferase Mdm2/MdmX complementation, luminescence. inhibition, % at 8 µM. O15151+Q00987;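 active means inhibition of at least 50% at 8 µM in the primary screen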
Target sequence (O15151 whole entry, looked up): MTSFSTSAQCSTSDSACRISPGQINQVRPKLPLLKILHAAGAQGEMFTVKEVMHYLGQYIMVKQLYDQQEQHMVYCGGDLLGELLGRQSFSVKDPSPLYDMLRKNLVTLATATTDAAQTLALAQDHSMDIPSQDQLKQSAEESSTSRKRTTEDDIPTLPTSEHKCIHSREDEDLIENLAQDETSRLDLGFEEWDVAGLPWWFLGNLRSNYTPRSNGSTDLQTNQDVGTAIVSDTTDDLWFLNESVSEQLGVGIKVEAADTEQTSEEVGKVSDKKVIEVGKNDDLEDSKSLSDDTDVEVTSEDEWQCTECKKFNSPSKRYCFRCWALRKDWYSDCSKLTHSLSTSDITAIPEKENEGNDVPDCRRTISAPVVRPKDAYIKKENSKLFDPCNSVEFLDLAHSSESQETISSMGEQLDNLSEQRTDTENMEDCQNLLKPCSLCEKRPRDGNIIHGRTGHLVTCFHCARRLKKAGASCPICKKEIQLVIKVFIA
Target sequence (Q00987 whole entry, looked up): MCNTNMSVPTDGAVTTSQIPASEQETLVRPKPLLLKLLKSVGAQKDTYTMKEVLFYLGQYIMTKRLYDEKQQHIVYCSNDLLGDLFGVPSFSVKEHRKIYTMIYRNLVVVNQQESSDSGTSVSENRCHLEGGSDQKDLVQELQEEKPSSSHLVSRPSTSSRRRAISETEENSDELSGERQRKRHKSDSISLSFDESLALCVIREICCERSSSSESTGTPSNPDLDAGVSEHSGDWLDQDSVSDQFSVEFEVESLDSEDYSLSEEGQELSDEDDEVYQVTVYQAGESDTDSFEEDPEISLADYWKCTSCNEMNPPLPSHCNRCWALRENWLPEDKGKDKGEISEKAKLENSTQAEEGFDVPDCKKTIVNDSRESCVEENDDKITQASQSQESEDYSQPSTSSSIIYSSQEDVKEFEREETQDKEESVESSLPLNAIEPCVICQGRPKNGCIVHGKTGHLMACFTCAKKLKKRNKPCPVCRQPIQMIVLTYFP
CXCR6 inh: inhibitors of human CXCR6 receptor. AID 602244. inhibition, % at 20 µM. CHO-K1 PathHunter CXCR6 beta-arrestin, luminescence. 360,000 tested, 0.36% active; in the data active means inhibition above about 34%, passing the limit was not always enough;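 further: antagonist mode with CXCL16 agonist at 10 nM final; 0% = 10 nM CXCL16 with DMSO and 100% = unstimulated wells without agonist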
CHOP UPR activ: apoptotic UPR (CHOP) activation | CHO-CHOP luciferase reporter, luminescence; percent of tunicamycin response over DMSO baseline | activation, % at 10 µM | 330,000 tested, 0.34% active;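 active means at 10 µM dose, activation of 40% or more, normalized to positive control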;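 further: 100% = tunicamycin at 10 µg/mL and 0% = DMSO alone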
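System: CHO-CHOP luciferase reporter cell line | Buffer or medium: F12 medium containing 10% fetal bovine serum | Doses: One dose, 10 µM in 0.5% DMSO | Times: 6 h compound exposure at 37 °C after overnight seeding | Signal: Luciferase luminescence | Read-out: % activation vs tunicamycin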
Jurkat NFkB inh: inhibitors of the PMA/ionomycin-induced NF-kB reporter in Jurkat cells; AID 435003; PMA/ionomycin-induced NF-kB luciferase reporter, luminescence; inhibition, % at 4 µM; 330,000 tested, 0.53% active; in the data active means inhibition above about 50%
CCR6 antagonist: antagonists of human CCR6 receptor. CHO-K1 CCR6 PathHunter beta-arrestin, luminescence, CCL20-stimulated. 340,000 tested, 0.49% active. P51684. inhibition, % at 20 µM;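 active means compounds whose inhibition of the agonist-driven luminescence signal at 20 µM reaches about 50%, limit read from the data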;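 further: cells stimulated with CCL20 at 14 nM final; plate controls were DMSO with CCL20 for no effect and DMSO without agonist for full effect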
* marks the source's active call; other numbers are inactive results; . = not tested or not shown.

smiles,Jurkat NFkB inh,UPR XBP1 act,697 NFkB inh,CHOP UPR activ,Mdm2 MdmX PPI,CCR6 antagonist,CXCR6 inh,Gli-Sufu antag,EBI2 block
CCS(=O)(=O)N1CCN(c2ccc(S(=O)(=O)N3CCOCC3)cc2)CC1,14,-2,5,0.1,-5,11,6,-9,2
O=C(Oc1cccc(Nc2ncnc3ccccc23)c1)c1ccccc1Cl,23,1,-53,5.2,46,-10,-8,-17,13
O=C(O)c1ccc(Nc2nc(-c3cccnc3)cs2)cc1O,-19,-6,-17,-1.2,-37,5,-7,-6,-7
CC(C)(C)NS(=O)(=O)c1ccc(CCC(=O)NCc2ccco2)cc1,-13,6,-10,-1.2,-22,-3,1,-2,1
O=[N+]([O-])c1ccc(-c2cn3c(n2)CCC3)cc1,-21,1,-8,8.6,-7,11,-1,-38,2
CCCCC(=O)NCCc1ccc(OC)cc1,-21,-1,-19,-1.2,-1,5,5,1,5
CC(=O)c1cccc(NC(=O)N2C3CCC2CC(O)(c2cccnc2)C3)c1 (configuration not stated),7,-1,6,-0.2,-4,-14,-4,-16,-6
Cc1onc(-c2ccccc2)c1C(=O)Nc1ccc(S(=O)(=O)N2CCCCC2)cc1,14,1,18,1.1,27,8,1,0,12
O=C(Nc1nccs1)c1ccc(Br)cc1,-51,-5,-71,5.1,-74,0,-22,-7,-10
COC(=O)c1ccccc1NC(=S)NC(NC(=O)c1ccco1)C(Cl)(Cl)Cl (configuration not stated),-15,-5,-4,-1.3,-2,2,-4,3,1
CC(C)C[C@H](NC(=O)Nc1cccc(C(F)(F)F)c1)C(=O)O,7,-2,11,-2.2,30,5,-5,1,-2
NC(=O)COC(=O)CCCc1c[nH]c2ccccc12,-12,-1,19,0.0,7,-7,-20,4,-2
COc1ccc(OC)c(NC(=O)C(=O)NNC(=O)c2cccs2)c1,2,-1,7,-1.9,23,6,1,-4,-7
Cc1ccc(O)c(C(CC(=O)NC(C)C)c2ccccc2)c1 (configuration not stated),7,-1,17,0.6,32,3,-12,-7,-8
O=C(Nc1cccc2ncccc12)c1ccc([N+](=O)[O-])o1,34,-3,7,29,2,-21,-4,12,14
COc1ccc(OC)c(NC(=O)Cn2cc(C#N)c3ccccc32)c1,-3,-3,-3,-1.9,12,-5,-5,4,7
Cn1cc(/C=N/NC(=O)c2ccc(C#N)cc2F)c2ccccc21,-28,2,22,-0.4,17,12,5,6,4
COc1cc2cc(CCOC(=O)c3ccc(C#N)cc3)oc(=O)c2cc1OC,9,2,5,1.3,-10,2,-1,-9,8
Cc1ccc(S(=O)(=O)NCC(=O)OCC(=O)N2CC(C)OC(C)C2)cc1 (configuration not stated),4,-1,8,0.6,-3,-2,-3,1,-9
CSc1ccccc1OCc1cc(C(=O)NC(C)Cn2cncn2)no1 (configuration not stated),-22,-1,-18,2.8,0,14,2,-9,4
COc1ccc(S(=O)(=O)NNC(=O)c2cc3cc4ccccc4nc3s2)cc1,4,-1,9,0.8,1,8,-8,8,-4
CC1CCN(CC(=O)c2cccs2)CC1,-25,-1,14,-0.4,11,14,3,-10,-4
O=C1N=C(N2CCN(Cc3ccccc3)CC2)S/C1=C/c1cccs1,-22,4,-18,5.8,15,0,-7,-18,2
C[C@@H]1CN(C2CCN(Cc3nc(C(c4ccccc4)c4ccccc4)no3)CC2)C[C@H](C)O1,-23,-1,-20,-2.1,1,12,1,19,8
C/C(=N/OCC(=O)Nc1ccccc1)c1cccs1,-35,-3,-8,1.8,26,1,-8,-5,-5
CCn1c(=O)c2c(nc3n2CC(C)CN3CCc2ccccc2)n(C)c1=O (configuration not stated),1,-1,-9,-1.6,-6,8,-1,17,-6
CC1CC(C)(C)NC(=S)N1CCCC(=O)Nc1ccc2c(c1)OCCO2 (configuration not stated),-47,1,-8,0.8,-1,4,2,-14,0
O=C(COC(=O)c1cccc(Cl)c1)Nc1cccc(S(=O)(=O)NC2=NCCC2)c1,-38,2,-32,-0.6,-33,8,4,2,-19
CCOc1ccc2c(c1)c1nnc(SCC(=O)N3CCCCC3C)nc1n2C (configuration not stated),8,4,11,-1.1,18,17,-4,9,-14
O=C(O)c1ccc(S(=O)(=O)N2CCSCC2)cc1,-16,-4,3,2.9,-15,0,-10,-9,-4

Rewritten as labelled records: 2 of the compounds above.
> CCn1c(=O)c2c(nc3n2CC(C)CN3CCc2ccccc2)n(C)c1=O (configuration not stated)
  Jurkat NFkB inh = 1
  UPR XBP1 act = -1
  697 NFkB inh = -9
  CHOP UPR activ = -1.6
  Mdm2 MdmX PPI = -6
  CCR6 antagonist = 8
  CXCR6 inh = -1
  Gli-Sufu antag = 17
  EBI2 block = -6

> CC1CC(C)(C)NC(=S)N1CCCC(=O)Nc1ccc2c(c1)OCCO2 (configuration not stated)
  Jurkat NFkB inh = -47
  UPR XBP1 act = 1
  697 NFkB inh = -8
  CHOP UPR activ = 0.8
  Mdm2 MdmX PPI = -1
  CCR6 antagonist = 4
  CXCR6 inh = 2
  Gli-Sufu antag = -14
  EBI2 block = 0

Other compounds
smiles,Jurkat NFkB inh,UPR XBP1 act,697 NFkB inh,CHOP UPR activ,Mdm2 MdmX PPI,CCR6 antagonist,CXCR6 inh,Gli-Sufu antag,EBI2 block
CCOC(=O)C1=C(c2ccccc2)OC(N)=C(C#N)C1c1ccco1 (configuration not stated),-4,-1,10,0.9,13,16,2,38,-1
CCN(CC)CCNC(=O)c1cc2cc3ccc(OC)cc3nc2o1,-23,-4,12,-1.5,14,6,-1,-3,-2
Cn1cc(S(=O)(=O)N2CCOCC2)cc1C(=O)Nc1cccc(Cl)c1,5,-2,9,1.3,5,12,-3,43,17
O=C(CSc1nc2ccc(Cl)cc2[nH]1)NC1CCCc2ccccc21 (configuration not stated),7,-1,-13,0.8,15,1,-25,12,15
C=CCOC(=O)Cn1cnc2c(sc3nc(C)cc(C)c32)c1=O,-18,0,-15,5.4,12,5,4,18,5
COc1cccc(/C=N/NC(=O)C(=O)Nc2ccccc2OC(F)(F)C(F)F)c1,5,-1,26,0.1,2,-14,2,-2,-1
CCCCOc1c(Br)cc(CNCCCN2CCOCC2)cc1OC,1,-3,-39,-0.7,9,1,4,-1,-13
O=C(O)COc1ccc(-c2nccc(-c3ccccn3)n2)cc1,6,-6,52*,-4.5,4,6,-2,18,2
c1ccc2cc(CNCc3cccc4ccccc34)ccc2c1,1,-1,8,-1.0,-15,1,-2,-6,9
COc1ccc(N2CCN(C(=O)CCc3c[nH]c4ccccc34)CC2)cc1,-11,-4,4,-0.1,9,-1,-6,6,9
Nc1ccc(S(=O)(=O)Nc2ncccn2)cc1,0,-9,22,1.1,-6,5,-4,-2,1
O=C(/C=C\c1ccco1)Nc1nc(-c2ccc3ccccc3c2)cs1,-12,0,-14,0.0,34,4,8,37,6
C[C@H]1CN([C@@H](C)CO)C(=O)c2cccc(NC(=O)C3CC3)c2O[C@H]1CN(C)Cc1ccc(C(F)(F)F)cc1,3,0,7,-2.7,15,18,4,4,4
Cn1c(N)c(C(=O)COC(=O)c2ccc(OC(F)F)cc2)c(=O)n(C)c1=O,-12,1,-5,0.2,2,13,-4,0,5
COc1nc(N/N=C/c2ccc(C)cc2)nc(N2CCCCC2)n1,8,0,5,-0.2,-26,12,0,1,3
O=C(CSc1nnnn1-c1ccccc1)N1CCN(C(=O)c2ccco2)CC1,-1,6,29,-0.1,5,-14,-18,6,-1
O=C(O)c1cc(O)c2c(c1)[C@@H]([C@H]1c3cc(C(=O)O)cc(O)c3C(=O)c3c(O[C@@H]4O[C@H](CO)[C@@H](O)[C@H](O)[C@H]4O)cccc31)c1cccc(O[C@@H]3O[C@H](CO)[C@@H](O)[C@H](O)[C@H]3O)c1C2=O,-4,-1,-16,1.1,35,50,.,.,.
O=C(O)/C=C/C(=O)Nc1ccc(OC(F)(F)Cl)cc1,2,-2,9,-2.1,0,4,-9,3,-4
C(=N\N1CCOCC1)/c1ccsc1,-14,-4,9,0.5,7,4,-1,-3,0
COc1cccc(/C=N/NC(=O)CNC(=O)c2ccc3c(c2)OCCO3)c1O,-3,-1,-2,0.7,20,-3,-9,0,9
COc1ccccc1N1CCN(C2CCN(C3CCC(c4ccccc4)CC3)CC2)CC1 (configuration not stated),1,-2,8,1.8,60*,.,.,.,.
O=[N+]([O-])/C(N=Nc1ccccc1)=N\Nc1ccccc1,-10,-3,-1,-1.9,-4,-13,-10,10,-5
CC(C)OC(=O)CSc1nnc(-c2cnccn2)n1C,-2,-7,20,-1.4,-19,-13,-9,-1,6
CCN(CC)c1nc(-c2ccccc2)ncc1S(=O)(=O)c1ccc(C)cc1,1,-3,-2,2.5,28,23,3,8,11
N/C(=N\OC(=O)c1ccc(Cl)c(Cl)c1)c1cccc(CSc2ccccn2)c1,0,1,-54,5.5,9,-8,-27,-41,-4
NNC(=O)CSc1nc(-c2ccccc2)nc2c1CCCC2,-1,-1,18,2.7,16,7,-2,12,2
Cc1c(C2C(C#N)=C(N)N(c3cccc([N+](=O)[O-])c3)C3=C2C(=O)CCC3)cnn1C (configuration not stated),16,1,9,0.7,-20,.,.,.,.
Cc1cccc(C)c1NC(=O)CSc1nnc(-c2cccnc2)o1,20,-3,11,-0.1,3,-13,-6,2,2
Cc1ccc(C(O)CSc2nnc(-c3ccc4ccccc4c3)n2C)cc1 (configuration not stated),4,-2,8,-1.0,18,10,1,-2,0
CCOC(=O)N1CCN(c2cc(=O)n(-c3ccccc3Cl)c(=O)[nH]2)CC1,-5,0,12,2.2,20,2,0,54,-2

Single values from the results shown.
Entry for COc1ccccc1N1CCN(C2CCN(C3CCC(c4ccccc4)CC3)CC2)CC1 (configuration not stated) under 697 NFkB inh: 8
Entry for O=C(CSc1nnnn1-c1ccccc1)N1CCN(C(=O)c2ccco2)CC1 under 697 NFkB inh: 29
Entry for O=[N+]([O-])/C(N=Nc1ccccc1)=N\Nc1ccccc1 under UPR XBP1 act: -3
Entry for CC(C)OC(=O)CSc1nnc(-c2cnccn2)n1C under CXCR6 inh: -9
Entry for N/C(=N\OC(=O)c1ccc(Cl)c(Cl)c1)c1cccc(CSc2ccccn2)c1 under 697 NFkB inh: -54

Later entries:
smiles,Jurkat NFkB inh,UPR XBP1 act,697 NFkB inh,CHOP UPR activ,Mdm2 MdmX PPI,CCR6 antagonist,CXCR6 inh,Gli-Sufu antag,EBI2 block
CCn1c(C)[n+](CC)c2ccc(S(=O)(=O)NC)cc21,0,0,-6,-0.9,-17,7,-4,0,0
Cc1nnc(NC(=O)c2ccc(C)c(S(=O)(=O)N3CCCCCC3)c2)s1,4,0,-23,1.2,-19,15,4,5,7
Cc1ccc(C(=O)C2CCN(S(=O)(=O)c3ccccc3C(=O)O)CC2)cc1,2,0,2,-1.2,15,5,5,-1,2
Cc1cc2cc(C)c3nnc(SCC(=O)Nc4ccc(S(=O)(=O)N5CCCCC5)cc4)n3c2cc1C,19,-2,-3,0.2,-8,4,10,-1,-1
O=C1N(Cc2cccnc2)C[C@@H]2C[C@@H](c3ccc(C(F)(F)F)cc3)N3CCC[C@@]123,2,-4,-1,0.4,-22,12,-5,5,-9
CCc1ccc(NC(=O)CSc2ccc(-c3cccnc3)nn2)cc1,-4,-1,-17,-0.7,13,10,-6,.,-2
Cc1ccc(NC(C#N)c2ccccc2OCc2ccccc2)cc1 (configuration not stated),7,2,7,7.2,1,16,1,8,-26
CCOC(=O)C(C)Sc1nc2c([nH]c3ccccc32)c(=O)n1C (configuration not stated),0,1,7,0.7,45,3,0,4,24
CC(=O)N1CC(C)Oc2ccc(S(=O)(=O)Nc3ccc(Cl)cn3)cc21 (configuration not stated),8,-2,2,-0.3,28,-5,-5,-15,-1
CCCCC(=O)Nc1ccc2c(c1)nc(CN1CCN(C(=O)OCC)CC1)n2C,-42,-7,-12,0.0,11,2,-2,4,-11
